NFkB transloc pot – enhances IL-1B driven NFkB nuclear translocation; HUVEC IL-1B NFkB p65 nuclear translocation imaging; activation, % at 2 µM; hit rate 0.3% among 94,000; AID 819;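 active means activation above 40%, about the mean plus 3 SD, also judged a hit on visual image review; inconclusive means activation above 40% but not a hit on visual review; inactive means activation not above 40% and no visual hit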;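 further: percent activation is computed from the nuclear over cytoplasmic p65 intensity ratio; values of inactives mirror those of a sister screen read the other way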
Bcl-B displacement – displacers of TR3 peptide from Bcl-B, primary screen, selectivity assay for Bfl-1 inhibitor project, biochemical, fluorescence polarization. displacement, % at 20 µM, or IC50 in µM where a hit was titrated. FP displacement of FITC-TR3 peptide from Bcl-B; higher % means a stronger effect. hit rate 0.11% among 96,000;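 active means displacement above 50% at 20 µM plus a fluorescence interference ratio under 1.5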;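 further: plate controls were wells without compound for no effect and wells lacking Bcl-B protein for full effect; a part of the inactive calls stands beside numbers as strong as those of hits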
MRP resist rev – reverses drug resistance mediated by MRP; differential viability (reversal), % at 10 µM; AID 602; H69AR cells + 2 uM doxorubicin, CellTiter-Glo, 72 h; hit rate 0.04% among 85,000;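 active means viability drop by adding the cancer drug above about 55%, with treated viability meeting a 40% cutoff, limit read from the data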;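 further: viability without doxorubicin minus viability with 2 µM doxorubicin for each compound; larger differential means the compound sensitizes cells more to doxorubicin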
PLAP inhibitors HTS – PLAP enzyme inhibitors, biochemical, luminescence, HTS (AID 690) | hit rate 0.08% among 96,000 | purified PLAP, luminescent substrate; higher % means a stronger effect | inhibition, % at 20 µM; hits with a dose series show IC50 in µM; in the data active means a potency from the dose series; inactive means the rest, 99 in 100 with inhibition below about 30%; further: strong numbers were not always called active
IL1B NFkB inh – blocks IL-1B driven NFkB nuclear translocation in HUVEC cells; inhibition, % at 2 µM; HUVEC IL-1B NFkB p65 nuclear translocation imaging; hit rate 0.43% among 94,000;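 active means inhibition above about 30% together with a positive call from visual inspection of the well image, limit read from the data; inconclusive means inhibition above a set limit but visual check negative; inactive means inhibition not above a set limit, visual check negative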;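 further: nuclear over cytoplasmic p65 intensity ratio measured by imaging; 0% = IL-1B stimulated DMSO wells and 100% = unstimulated DMSO wells; values of inactives mirror those of a sister screen read the other way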
MRP resist rev cytotoxicity – also measured in MRP resist rev; calls as there; viability, %; H69AR cells, CellTiter-Glo, 72 h; measured here: cytotoxicity without doxorubicin
MRP resist rev with doxorubicin – further read-out of MRP resist rev, marked with its call; viability, %; measured here: viability with 2 uM doxorubicin; hits give low values
IL1B NFkB inh cell count 2 µM – further read-out of IL1B NFkB inh, marked with its call; cell count; measured here: cells passing quality filter;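 raw number of nuclei counted in each imaged well without normalization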
NFkB transloc pot cell count 2 µM – recorded beside NFkB transloc pot, whose call it bears; cell count; measured here: cells passing quality filter
Numbers without * were called inactive; ? = inconclusive; . = not tested or not shown. Only part of the results is shown. The share of hits here may be higher or lower than overall.

SMILES	Bcl-B displacement	IL1B NFkB inh	MRP resist rev cytotoxicity	NFkB transloc pot	MRP resist rev	IL1B NFkB inh cell count 2 µM	PLAP inhibitors HTS	MRP resist rev with doxorubicin	NFkB transloc pot cell count 2 µM
Cc1nn(CC(=O)O)c(C)c1C	4.9%	?	95.4	-33.2	9.1	.	-2.8%	86.3	131
O=C(O)c1cc2cc(OCc3ccccc3)ccc2[nH]1	9.0%	-4.7	86.6	4.7	29.8	88	-6.4%	56.8	88
Cc1cc(C(=O)N2CCN(c3ncccn3)CC2)cs1	-9.7%	5.0	88.2	-5.0	4.3	114	-10.9%	83.9	114
CCCC(=O)Nc1ccc(NC(=O)C2CC2)cn1	9.0%	-7.7	97.5	7.7	5.2	137	-8.4%	92.3	137
COc1ccc(OC)c(C2=NO[C@@H]3C(=O)N(c4cc(Cl)ccc4OC)C(=O)[C@H]23)c1	6.0%	-18.3	90.0	18.3	11.0	152	-72.8%	79.1	152
O=C(Nc1nnc(C2CC2)s1)C1Cc2ccccc2CN1S(=O)(=O)c1cccs1 (configuration not stated)	3.2%	8.6	67.4	-8.6	-12.5	127	-74.2%	79.9	127
COc1ccc(C2C=C(c3ccc(Br)cc3)Nc3nc(N4C(=O)CCC4=O)nn32)cc1 (configuration not stated)	27.8%	4.6	89.0	-4.6	-10.8	90	-86.7%	99.8	90
COc1ccc(S(=O)(=O)N(CC(=O)N2CCN(C)CC2)c2ccccc2)cc1OC	3.7%	-25.1	.	25.1	.	97	-74.1%	.	97
O=C(CN1CCOCC1)N1CCc2ccccc2C(c2ccccc2)C1 (configuration not stated)	-2.9%	2.2	92.0	-2.2	11.7	101	-57.5%	80.2	101
CCOCCn1c(CN(Cc2ccccc2)Cc2ccccc2)nc2c1c(=O)n(C)c(=O)n2C	-6.8%	.	87.0	.	16.3	.	-58.9%	70.7	.
O=C(Cn1c(=O)oc2ccccc21)Nc1ccc2c(c1)OCCO2	-2.7%	-5.5	94.6	5.5	3.5	166	1.9%	91.0	166
Cc1c(/C(O)=C2/C(=O)C(=O)N(CCN3CCOCC3)C2c2cccs2)cnn1-c1ccccc1 (configuration not stated)	3.4%	-9.1	96.9	9.1	8.8	111	-60.9%	88.1	111
Clc1cccc(CSc2nnc(-c3ccccn3)n2Cc2ccco2)c1	14.9%	-28.6	71.4	28.6	-16.4	135	-59.1%	87.8	135
Cc1c(NC(=O)C2CCN(S(=O)(=O)c3ccc(Cl)cc3)CC2)c(=O)n(-c2ccccc2)n1C	-7.3%	-4.7	92.6	4.7	6.0	133	-18.3%	86.5	133
CC(C)C1C(C#N)=C(N)Oc2n[nH]c(-c3ccccc3)c21 (configuration not stated)	.	-7.6	87.8	7.6	-0.4	142	.	88.2	142
COc1ccc(/C=N/NC(=O)CO/N=C(\C)c2cccs2)cc1	8.1%	-11.3	.	11.3	.	151	2.6%	.	151
CCCNS(=O)(=O)c1ccc(OCC(=O)N2CCOCC2)cc1	.	4.7	105.3	-4.7	11.2	126	.	94.1	126
Cc1noc(C)c1C(=O)N1CCN(CCc2ccccc2)CC1	-3.3%	-12.1	89.1	12.1	-2.3	100	-1.3%	91.3	100
O=C1CC(c2ccccc2)CC(O)=C1C=NCCN1CCN(C(=O)Nc2ccccc2)CC1 (configuration not stated)	-3.6%	-15.8	95.2	15.8	1.3	131	-30.3%	94.0	131
COC(=O)Nc1ncc(CN2CCC(c3ccccc3)CC2)s1	.	2.3	87.0	-2.3	-8.9	176	.	95.9	176
CN(C)C(=O)Cn1cnc2c(cnn2-c2ccccc2Cl)c1=O	7.4%	6.3	96.0	-6.3	6.4	143	-16.2%	89.6	143
CCN(CC)S(=O)(=O)c1ccc(S(=O)(=O)N(CC(=O)Nc2ccccc2)CC2CCCO2)cc1 (configuration not stated)	.	19.0	85.8	-19.0	8.0	97	.	77.9	97
Cc1ccsc1/C=N\NC(=O)c1ccc2c(c1)OCO2	-8.4%	12.9	.	-12.9	.	184	16.9%	.	184
COC(=O)c1cccc(NC(=O)c2cccc(OC)c2)c1	-6.1%	-6.4	73.2	6.4	-9.3	98	14.8%	82.5	98

2 compounds from above with just MRP resist rev, IL1B NFkB inh and MRP resist rev with doxorubicin:
canonical_smiles	MRP resist rev	IL1B NFkB inh	MRP resist rev with doxorubicin
Cc1noc(C)c1C(=O)N1CCN(CCc2ccccc2)CC1	-2.3	-12.1	91.3
O=C1CC(c2ccccc2)CC(O)=C1C=NCCN1CCN(C(=O)Nc2ccccc2)CC1 (configuration not stated)	1.3	-15.8	94.0

(next part)
SMILES	Bcl-B displacement	IL1B NFkB inh	MRP resist rev cytotoxicity	NFkB transloc pot	MRP resist rev	IL1B NFkB inh cell count 2 µM	PLAP inhibitors HTS	MRP resist rev with doxorubicin	NFkB transloc pot cell count 2 µM
Cc1nn(Cc2c(Cl)cccc2Cl)c(C)c1NC(=O)c1cc(C(C)C)on1	-5.7%	4.4	7.7	-4.4	-29.9	39	-20.5%	37.6	39
COc1cccc(N(C(=O)CNC(=O)c2ccco2)C(C(=O)NC2CCCCC2)c2ccncc2)c1 (configuration not stated)	-1.7%	-4.5	97.4	4.5	-15.2	121	-56.0%	112.6	121
CCN1C(=O)C2(SC(NC(C)=O)=NN2C(C)=O)c2cc(C)ccc21 (configuration not stated)	-4.7%	-6.8	.	6.8	.	152	-10.2%	.	152
O=C(Cc1ccccc1)NNC(=O)Nc1cccc(Cl)c1	-2.7%	-2.4	.	2.4	.	82	-8.9%	.	82
COc1ccccc1-c1coc2c(CN3CCN(CCO)CC3)c(O)ccc2c1=O	.	-2.2	86.1	2.2	-4.0	129	.	90.1	129
Cc1nn(Cc2ccccc2Cl)c2sc(C(=O)NCc3ccc4c(c3)OCO4)cc12	-122.1%	-16.3	47.6	16.3	-16.1	225	-52.5%	63.7	225
Cn1c2c(c(=O)n(C)c1=O)C(c1ccc(Br)cc1)Nc1ccccc1O2 (configuration not stated)	18.3%	6.5	87.0	-6.5	-3.5	147	-18.1%	90.5	147
Cn1c(=O)cc(SCC(=O)N2CCCC2)c2cc(Cl)ccc21	0.5%	.	74.3	.	-6.6	.	-35.3%	81.0	.
O=S(=O)(c1ccc(F)cc1)n1ccc(-c2cccc(OCc3c(F)cccc3Cl)c2)n1	-5.8%	11.0	.	-11.0	.	160	27.7%	.	160
Cn1cc(Cl)c(C(=O)N2CCN(c3ncccn3)CC2)n1	.	-15.9	.	15.9	.	131	.	.	131
COc1ccc(CC(=O)c2ccccc2C(=O)O)cc1	-2.2%	7.2	102.8	-7.2	-0.5	163	-21.6%	103.3	163
CC1=CCC2C(=O)N(c3cccc(C(=O)N(C)C4CCCCC4)c3)C(=O)C2C1 (configuration not stated)	13.5%	12.6	97.9	-12.6	7.7	113	-69.9%	90.2	113
CCCCNC(=O)Cc1c(O)c2ccccc2[nH]c1=O	-1.9%	-8.6	102.8	8.6	14.8	150	-11.9%	88.0	150
O=C(NCCCN1CCOCC1)c1ccc(CS(=O)(=O)Cc2ccc(Cl)cc2)o1	-9.2%	-2.8	.	2.8	.	116	5.1%	.	116
Cc1ccccc1CNC(=O)c1ccccc1N	1.0%	-0.2	101.8	0.2	16.9	74	19.5%	85.0	74
CC1CN(CCCCOc2ccc(C(C)C)cc2)CC(C)O1 (configuration not stated)	0.9%	-6.3	81.3	6.3	14.0	143	-58.4%	67.3	143
CC1=C(C(N)=O)C(c2cccnc2)n2nc(-c3cccc(Cl)c3)nc2N1 (configuration not stated)	-0.3%	7.1	89.8	-7.1	-3.0	94	-6.4%	92.8	94
Cc1ccc(C2(C)NC(=O)N(Cc3c(C)noc3C)C2=O)cc1 (configuration not stated)	-7.0%	0.4	106.5	-0.4	22.7	125	-17.9%	83.8	125
CCCCC(CC)C(=O)NCc1ccccc1OC (configuration not stated)	4.7%	-101.3	93.3	101.3*	4.0	197	3.1%	89.2	197*
Cc1ccc(OCC(=O)N2CCN(C(=O)Cc3ccccc3)CC2)cc1	-5.6%	2.8	104.9	-2.8	17.4	179	-7.6%	87.5	179
CC(C)(C)c1ccc(C(=O)NNC(=O)Cc2ccccc2)cc1	-0.3%	-41.9	95.0	41.9*	9.2	36	-106.4%	85.9	36*
Cn1c(=O)c2c(nc(N3CCCCCC3)n2CC(O)COc2ccc(Cl)cc2)n(C)c1=O (configuration not stated)	3.6%	0.4	28.2	-0.4	1.0	113	4.8%	27.2	113
Cc1cccc(-c2nnc(SCc3cc(=O)[nH]c4ccccc34)n2C)c1	12.0%	-2.4	.	2.4	.	150	8.6%	.	150
COc1cccc(/C(O)=C2/C(=O)C(=O)N(Cc3cccnc3)C2c2ccco2)c1 (configuration not stated)	-7.0%	-3.1	91.2	3.1	-5.2	136	14.7%	96.4	136
CCSc1ccccc1C(=O)n1nnc2ccccc21	-10.0%	-19.2	12.0	19.2	3.1	111	-4.2%	9.0	111
CCOC(=O)c1[nH]c(C)c(C(=O)NCCCOC(C)C)c1C	-3.6%	.	80.0	.	-23.1	.	-10.7%	103.1	.
CCOc1ccc(CNc2ccc3c(c2)nc(C)n3C)cc1	-4.3%	-4.6	92.2	4.6	2.0	141	9.9%	90.2	141
CCCn1c(NCCO)nc2ccccc21	-0.7%	3.2	104.3	-3.2	-1.0	176	3.3%	105.3	176
Cc1nn(-c2ccccc2)c(Cl)c1C(=O)Nc1ccccc1	5.9%	-8.4	.	8.5	.	147	-5.1%	.	147
Cn1c(/C(C#N)=C(\O)c2ccc(S(=O)(=O)N3CCCCC3)cc2)nc2ccccc21	11.1%	-1.0	.	1.0	.	172	-25.8%	.	172
Cc1onc(-c2ccccc2)c1C(=O)Nc1nc2c(s1)C(=O)CC(C)(C)C2	0.9%	3.0	89.7	-3.0	-1.5	143	-12.1%	91.2	143
CC(=O)c1ccc(OCC(O)CN2CCN(CC(O)COc3ccc(C(C)=O)cc3)CC2)cc1 (configuration not stated)	.	-0.6	83.6	0.6	2.9	106	.	80.7	106

Some of these compounds in order of the PLAP inhibitors HTS value, smallest number first:
Compound	Bcl-B displacement	NFkB transloc pot	PLAP inhibitors HTS	NFkB transloc pot cell count 2 µM
Clc1cccc(CSc2nnc(-c3ccccn3)n2Cc2ccco2)c1	14.9%	28.6	-59.1%	135
CCCCC(CC)C(=O)NCc1ccccc1OC (configuration not stated)	4.7%	101.3*	3.1%	197*
O=S(=O)(c1ccc(F)cc1)n1ccc(-c2cccc(OCc3c(F)cccc3Cl)c2)n1	-5.8%	-11.0	27.7%	160
